Growth percent in the NCI-60 one-dose screen (48 h, 10 µM unless noted): 100 = growth as untreated, 0 = no growth, -100 = all killed.
UACC-257 – UACC-257 melanoma; 78,000 tested, 4.4% active
UACC-62 – UACC-62 melanoma. 81,000 tested, 5.4% active
MALME-3M – MALME-3M melanoma; 78,000 tested, 5.8% active
HOP-62 – HOP-62 NSCLC; 80,000 tested, 3.9% active
M14 – M14 melanoma; 80,000 tested, 6.2% active
EKVX – EKVX NSCLC. AID 1794765. 71,000 tested, 3% active
A549/ATCC – A549/ATCC NSCLC | 81,000 tested, 3.7% active | AID 1794740
HOP-92 – HOP-92 NSCLC cells; AID 1794738; 71,000 tested, 6.3% active
* = called active by the depositor; nt = no result given; & = joins results of further samples. How the source made its calls: active means growth percent below 10; inactive means the rest.

#1 NS(=O)(=O)c1ccc(CCNC(=O)Nc2nc3ccccc3s2)cc1
#2 CCOC(=O)[C@@H]1CSC=C(C(=O)O)N1
#3 O=C(NCC(=O)N1CCCC1)N/N=C/c1ccccc1O
#4 COc1ccc(/C(=N\O)c2cc(C)c(OC)c(C)c2)cc1O
#5 N#Cc1cccc(-c2c(-c3ccc4ccccc4c3)oc3ccccc3c2=O)c1
#6 CCCCc1nc2c(N)nc3ccccc3c2n1Cc1ccc(CO)cc1
Assay by compound,1,2,3,4,5,6
UACC-257,97,81,nt,70,58,106
UACC-62,96,81,101,35,34,91
MALME-3M,94,91,108,67,49,115
HOP-62,97,91,109,40,41,90
M14,98,88,89,14,6.2*,104
EKVX,93,103,nt,52,53,78
A549/ATCC,100,92,101,22,35,94
HOP-92,105,79,73,54,52,63

#7 CCOC(=O)C1=C(C)Nc2nc3ccccc3n2C1c1ccccc1 (stereo not drawn)
#8 CCCCCN1C=C/C(=C\C(=O)N(C)c2ccccc2Br)c2ccccc21
#9 COc1cc(-c2cc(/C=C3\C(=O)Nc4ccc(Cl)cc43)[nH]n2)cc(OC)c1OC
#10 Cc1cc(C)n(C(=O)CSc2nc3sc(C(N)=O)c(C)c3c(=O)n2Cc2ccccc2)n1
#11 CCCCCN(CCCCC)C(C)C(O)c1ccc2cc(Br)c3ccccc3c2c1 (stereo not drawn)
#12 CC(=O)c1ccc(NS(=O)(=O)c2ccc(N)cc2)cc1
Assay by compound,7,8,9,10,11,12
UACC-257,97,93,19,111,98,102
UACC-62,86,82,-60*,99,88,96
MALME-3M,94,91,nt,nt,96,98
HOP-62,100,95,45,93,90,94
M14,102,104,5.0*,97,91,100
EKVX,94,91,nt,nt,99,104
A549/ATCC,93,91,40,98,97,104
HOP-92,96,95,nt,102,nt,87

#13 C=CCn1c(SCC(=O)Nc2cccc(C(=O)/C=C/c3ccc(Cl)cc3)c2)nc2ccccc2c1=O
#14 O=C(CCN1CCCCCC1)c1ccccc1
#15 O=C(O)c1cn(C2CC2)c2cc(N3CCN(Cc4n[nH]c(=S)n4-c4ccccc4)CC3)c(F)cc2c1=O
#16 CCN(CC)CCCC(C)Nc1cc(O)cc2cccnc12 (stereo not drawn)
#17 O=C1/C(=C/c2ccccc2)SC(=S)N1CCc1ccc(O)cc1
#18 O=C(NCCNc1nccc(-n2ccc3cccnc32)n1)c1ccc(Cl)cc1
Assay by compound,13,14,15,16,17,18
UACC-257,102,108,108,94,99,106
UACC-62,72,110,92,94,77,100
MALME-3M,96,113,108,128,92,104
HOP-62,113,107,104,104,94,109
M14,88,118,103,113,97,108
EKVX,99,97,105,106,92,99
A549/ATCC,86,110,101,96,94,101
HOP-92,89,107,115,89,80,109

#19 c1ccc(-c2oc3ccccc3c2-c2ccccc2)cc1
#20 CC(=O)SC(CC(=O)O)C(=O)O (stereo not drawn)
#21 Cc1ccc([N+](=O)[O-])c(C(=O)O)c1
#22 COC(=O)C(CC(=O)c1ccc(Cl)cc1)c1ccccc1 (stereo not drawn)
#23 COc1cccc(/C=C/c2c(C(=O)c3ccccc3)c(C)nc3ccccc23)c1
#24 Clc1ccc2[nH]cc(-c3cncn3CCc3ccc4c(c3)OCO4)c2c1
Assay by compound,19,20,21,22,23,24
UACC-257,111,104,95,100,100,57
UACC-62,80,109,99,87,85,62
MALME-3M,110,127,108,112,103,76
HOP-62,105,108,96,112,98,85
M14,102,106,104,107,99,79
EKVX,97,116,114,120,95,48
A549/ATCC,97,113,97,99,78,73
HOP-92,90,87,nt,86,89,9.1*

#25 COc1cc(C2SCC(=O)N2c2ccc(C)cc2)cc(OC)c1OC (stereo not drawn)
#26 Cc1ccc(N2CCN(C(=S)c3ccc4c(c3)OCO4)CC2)cc1
#27 COc1cc(C(=O)Nc2cc(O)c(CC=C(C)C)c(O)c2)cc2c1O[C@]1(C)CC[C@@H](O)C(C)(C)[C@H]1C2
#28 N#CC1=C(N)Oc2c(sc3c(Br)cccc23)C1c1ccc(Cl)cc1 (stereo not drawn)
#29 Cc1ccc(NC(=O)CCC(=O)NS(=O)(=O)c2ccccc2)cc1
#30 Oc1ccc(-c2cnc(-c3ccccc3)[nH]2)c(O)c1
Assay by compound,25,26,27,28,29,30
UACC-257,102,87,27,64,100,-23*
UACC-62,99,91,8.8*,10,92,86
MALME-3M,116,120,59,50,97,77
HOP-62,115,98,6.0*,14,94,-12*
M14,110,100,nt,1.7*,100,119
EKVX,111,109,37,34,85,107
A549/ATCC,102,91,19,1.3*,99,25
HOP-92,107,109,-5.1*,36,nt,59

#31 CCOc1ccccc1C(O)C1=CC(=O)c2ccccc2C1=O (stereo not drawn)
#32 O=C1C(c2c[nH]c3ccc(Br)cc23)=C(c2coc3ccc(F)cc23)C(=O)N1O
#33 C=C(Cl)[C@@H]1CC[C@]2(CO)CC[C@]3(C)[C@H](CC[C@@H]4[C@@]5(C)CC[C@H](O)C(C)(C)[C@@H]5CC[C@]43C)[C@@H]12
#34 FC(F)(F)c1ccc2c(c1)N(CCCN1CCN(C3CC3)CC1)c1ccccc1S2
#35 O=C(Nc1cccc(-n2ccc3c(NC(=O)c4ccccc4)ncnc32)c1)Nc1ccc(Cl)c(C(F)(F)F)c1
#36 CC(=O)Nc1ccc(S(=O)(=O)N(CCOc2ccc(/C(N)=N/Cl)cc2)CCOc2ccc(/C(N)=N\Cl)cc2)cc1
Assay by compound,31,32,33,34,35,36
UACC-257,89,101,94,74,36,117
UACC-62,85,74,74,54,39,100
MALME-3M,126,80,98,97,47,112
HOP-62,89,87,nt,96,57,99
M14,98,89,83,34,28,112
EKVX,96,89,78,87,32,95
A549/ATCC,99,108,65,67,28,86
HOP-92,47,68,74,51,29,85

#37 O=C1C[C@H](N2C(=O)CCC2=O)[C@H]2CO[C@@H]1O2
#38 NS(=O)(=O)c1ccc(CCNC(=O)CSc2ccc(-c3ccc(F)cc3)nn2)cc1
#39 NC(=O)c1[nH]cnc1N
#40 COc1cc(-c2nc(SCC(C)C)nc(Nc3cccc4ccccc34)c2C#N)cc(OC)c1OC
#41 Cc1ccc(/C=C(\C(=O)NNS(=O)(=O)c2ccc(C)cc2)c2nc3ccccc3s2)cc1
#42 Cc1ccc(/C=C/C(=O)c2ccc(-n3cc(CN4CCN(c5cc6c(cc5F)c(=O)c(C(=O)O)cn6C5CC5)CC4)nn3)cc2)cc1
Assay by compound,37,38,39,40,41,42
UACC-257,103,48,96&95,106,105,101
UACC-62,102,77,109&90,87,96,78
MALME-3M,101,85,109&117,88,104,96
HOP-62,98,80,108&93,87,105,81
M14,100,89,112&104,103,98,87
EKVX,99,94,114&103,99,102,96
A549/ATCC,95,76,96&81,88,106,93
HOP-92,116,nt,77&122,93,95,76

Results in sequence from the entries so far:
EKVX for nos. 11 to 14 → 99, 104, 99, 97
MALME-3M for nos. 11 to 14 → 96, 98, 96, 113

Following part:
#43 Cc1oc2nc[nH]c(=O)c2c1C(=O)/C=C/c1ccc(Br)cc1
#44 O=C(COc1ccc(Cl)cc1)N1N=C(c2ccccc2)CC1(O)c1cc(F)c(Cl)cc1Cl (stereo not drawn)
#45 Cc1cc(=O)n(Nc2ccccc2)c(O)c1C#N
#46 O=C(Nc1ccc2oc(=O)ccc2c1)c1ccc(-c2ccc(Cl)c(Cl)c2)o1
#47 O=C1/C(=C/c2ccc(SC(F)(F)F)cc2)Cc2c(Br)cccc21
#48 c1n[nH]cc1-c1nc2ccc3[nH]ncc3c2c2c1CC1(CCOCC1)CC2
Assay by compound,43,44,45,46,47,48
UACC-257,33,104,116,97,81,53
UACC-62,13,98,103,75,86,14
MALME-3M,24,104,105,100,85,23
HOP-62,12,98,86,109,80,56
M14,15,106,99,101,85,24
EKVX,20,98,nt,94,91,55
A549/ATCC,9.2*,107,106,50,90,45
HOP-92,-11*,83,102,nt,90,71

#49 CC(=O)C(C(=O)CC(C)C)C(C)C (stereo not drawn)
#50 N#CC(C#N)=C(N)c1n[nH]n2c1nc(=O)c1sccc12
#51 O=[N+]([O-])c1ccc(NN=C(c2ccccc2)c2ccccc2)c([N+](=O)[O-])c1
#52 CCOC(=O)C(C(=O)OCC)c1cc(NC(=O)c2ccccc2)ccc1NC(=O)c1ccccc1
#53 O=C1/C(=C\c2ccc(Cl)cc2)CN(C(=S)Nc2ccccc2)C/C1=C\c1ccc(Cl)cc1
#54 C=CC(=O)NC(C)(C)C
Assay by compound,49,50,51,52,53,54
UACC-257,109,102,107,107,-55*,115
UACC-62,95,96,97,94,-70*,111
MALME-3M,126,103,121,92,-40*,129
HOP-62,86,106,110,109,-55*,99
M14,93,103,105,107,-65*,104
EKVX,124,103,107,101,nt,118
A549/ATCC,100,108,104,92,-21*,104
HOP-92,115,104,nt,75,nt,nt

#55 Cc1c/c(=N\NC(=O)Nc2ccc(C(F)(F)F)cc2)oc2cc(O)ccc12
#56 O=C1c2ccccc2C(=O)N1CC1CO1 (stereo not drawn)
#57 COc1ccc(/C=C2\CN(C(=O)C(Cl)Cl)C/C(=C\c3ccc(OC)cc3)C2=O)cc1
#58 CC1=C2CCCCC2COC1=O (stereo not drawn)
#59 COc1cc2cc(Oc3ccc(NC(=O)Nc4ccc(Cl)c(C(F)(F)F)c4)cc3)c(C)nc2cc1OC
#60 CC(=O)N1N/C(=C2/C(C)=NC(=S)NC2c2ccccc2)CC1c1ccc(Cl)cc1 (stereo not drawn)
Assay by compound,55,56,57,58,59,60
UACC-257,91,102,23,109,-12*,100
UACC-62,80,91,-66*,108,-51*,94
MALME-3M,94,101,-34*,96,-23*,99
HOP-62,89,97,41,100,-51*,109
M14,99,105,-39*,107,-74*,97
EKVX,108,119,15,nt,8.8*,92
A549/ATCC,94,93,4.8*,99,-17*,98
HOP-92,84,71,-3.9*,nt,-22*,118

#61 O=C1CCC(NS(=O)(=O)c2ccccc2)N1 (stereo not drawn)
#62 COc1c(O[C@@H]2OC(CO)[C@@H](O)[C@H](O)C2O)cc2oc3cc(O)c(CC=C(C)C)c(O)c3c(=O)c2c1CC=C(C)C (stereo partly drawn)
#63 CC(=O)NCC(=O)c1ccc([N+](=O)[O-])cc1
#64 N#CC(c1ccccc1)C(C#N)c1ccccc1 (stereo not drawn)
#65 COc1ccc2c(c1)Oc1nc(N)c(C#N)c(N)c1C2Sc1ccc(O)cc1 (stereo not drawn)
#66 COc1ccc(-n2cnc3c2NC(=O)CC3c2ccc3c(c2)OCO3)cc1 (stereo not drawn)
Assay by compound,61,62,63,64,65,66
UACC-257,100,90,101,100,105,100
UACC-62,104,85,101,102,101,102
MALME-3M,95,109,101,102,71,109
HOP-62,111,95,96,94,94,90
M14,99,101,109,99,103,124
EKVX,104,97,102,nt,78,102
A549/ATCC,100,95,101,94,98,103
HOP-92,110,86,108,nt,92,90

#67 COc1ccc(NC2=C(I)C(=O)c3ncccc3C2=O)cc1
#68 O=C(O)C(Nc1ccc2nc3n(c(=O)c2c1)CCC3)c1ccc(F)cc1 (stereo not drawn)
#69 O=C1c2c(c3c4cc(Br)ccc4[nH]c3c3ccc4ccccc4c23)C(=O)N1CCO
#70 COc1cc(CSc2nc3ccccc3c(=O)n2CCc2ccccn2)cc(OC)c1OC
Assay by compound,67,68,69,70
UACC-257,16,93,97,99
UACC-62,-71*,101,73,101
MALME-3M,-98*,107,103,99
HOP-62,-62*,98,96,96
M14,-66*,103,103,103
EKVX,65,94,100,nt
A549/ATCC,0.1*,102,92,104
HOP-92,75,115,103,99

Filtered by structure: the compounds so far with bromine
#8 CCCCCN1C=C/C(=C\C(=O)N(C)c2ccccc2Br)c2ccccc21
#11 CCCCCN(CCCCC)C(C)C(O)c1ccc2cc(Br)c3ccccc3c2c1 (stereo not drawn)
#28 N#CC1=C(N)Oc2c(sc3c(Br)cccc23)C1c1ccc(Cl)cc1 (stereo not drawn)
#32 O=C1C(c2c[nH]c3ccc(Br)cc23)=C(c2coc3ccc(F)cc23)C(=O)N1O
#43 Cc1oc2nc[nH]c(=O)c2c1C(=O)/C=C/c1ccc(Br)cc1
#47 O=C1/C(=C/c2ccc(SC(F)(F)F)cc2)Cc2c(Br)cccc21
#69 O=C1c2c(c3c4cc(Br)ccc4[nH]c3c3ccc4ccccc4c23)C(=O)N1CCO
Assay by compound,8,11,28,32,43,47,69
UACC-257,93,98,64,101,33,81,97
UACC-62,82,88,10,74,13,86,73
MALME-3M,91,96,50,80,24,85,103
HOP-62,95,90,14,87,12,80,96
M14,104,91,1.7*,89,15,85,103
EKVX,91,99,34,89,20,91,100
A549/ATCC,91,97,1.3*,108,9.2*,90,92
HOP-92,95,nt,36,68,-11*,90,103
